Screening data deposited in PubChem by National Center for Advancing Translational Sciences (NCATS).
LDHA inh = LDHA (human) enzyme inhibition | purified LDHA, NADH/diaphorase-resazurin fluorescence; active compounds read low | activity change, % (values are at about 110 or 230 µM) | hit rate 0.15% among 480,000 | AID 1347041; in the data active = activity change below about -30%; inconclusive = mostly about -25% to -30%;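 also: plate controls were DMSO wells for no effect and wells without enzyme for full effect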
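Remaining NADH was detected by diaphorase (0.133 mg/mL) converting 37 µM resazurin to fluorescent resorufin, read at 0 and 20 minutes. The preceding 5-minute room-temperature reaction used 2 nM LDHA, 0.2 mM sodium pyruvate and 0.06 mM NADH at pH 7.4.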
12-LOX inh = blocks human arachidonate 12S-lipoxygenase | AID 1671190 | P18054 | hit rate 1.1% among 580,000 | purified 12hLO, xylenol orange hydroperoxide absorbance | Potency, µM (series often up to 108 µM), without a hit: at the highest dose activity change, negative = inhibition, most hits filed as inhibitors; active = well fitted inhibition curve with a large enough effect; inconclusive = small, poorly fitted or top-dose-only effect, or another doubt; inactive = no such curve, though single readings can be large or run the other way; also: potency is read from the fitted curve at half-maximal effect
Target sequence (P18054 whole entry, looked up): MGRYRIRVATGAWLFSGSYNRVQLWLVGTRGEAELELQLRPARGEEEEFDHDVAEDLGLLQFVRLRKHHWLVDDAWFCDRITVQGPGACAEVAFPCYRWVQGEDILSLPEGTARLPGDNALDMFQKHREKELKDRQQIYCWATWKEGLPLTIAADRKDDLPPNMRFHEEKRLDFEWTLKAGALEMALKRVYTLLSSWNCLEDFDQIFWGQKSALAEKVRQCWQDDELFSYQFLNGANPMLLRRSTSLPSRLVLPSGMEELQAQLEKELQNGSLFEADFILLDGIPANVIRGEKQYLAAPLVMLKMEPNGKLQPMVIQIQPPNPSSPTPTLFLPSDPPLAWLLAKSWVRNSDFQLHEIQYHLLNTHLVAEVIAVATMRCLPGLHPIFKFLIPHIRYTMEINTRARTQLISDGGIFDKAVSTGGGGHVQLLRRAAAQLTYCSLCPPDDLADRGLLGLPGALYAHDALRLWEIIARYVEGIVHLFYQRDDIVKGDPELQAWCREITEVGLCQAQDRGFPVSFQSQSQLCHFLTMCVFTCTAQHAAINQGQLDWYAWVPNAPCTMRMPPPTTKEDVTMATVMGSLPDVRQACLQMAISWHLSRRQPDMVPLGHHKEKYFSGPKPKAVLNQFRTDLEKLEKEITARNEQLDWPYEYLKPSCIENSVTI
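Purified human 12hLO at 150 nM in 25 mM Hepes, 0.01% Triton X-100, pH 7.0, preincubated 15 min at room temperature with compound. Reaction started with 40 uM arachidonic acid, 30 min at room temperature. Hydroperoxide measured by Fe-xylenol orange, 573/405 nm absorbance ratio.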
* = called active by the depositor; u = inconclusive; [ ] = remark or other dose. Unless noted, % is scaled to controls: 0 for no effect and ±100 for the full control effect. Some of the compounds tested; count on the stated rates, not on these rows.

SMILES	LDHA inh	12-LOX inh
COc1cc2c(cc1OC)CN(Cc1cc(=O)c(OCc3cccc(F)c3)co1)CC2	3.9	7.1%
O=C(Nc1ccc(F)c(Cl)c1)c1ccc(Cl)cc1N1CCCC1=O	-1.3	u
CC1CC(O)C(C)N(C)C1 (stereo unspecified)	-6.7	-1.6%
CCCS(=O)(=O)N1CCCN(c2ccc(=O)n(-c3ccccc3)n2)CC1	-6.7	0.1%
Cc1ccccc1NC(=O)C(C#N)=C1CCCCC1	16.9	-8.7%
CC(C)(C)C(=O)NCC(=O)O	8.8	u
CCS(=O)(=O)Nc1cccc(C2=NN(S(C)(=O)=O)C(c3ccccc3C)C2)c1 (stereo unspecified)	-1.1	0.6%
CCOc1ccccc1NC(=O)CCn1cnc2c1c(=O)n(C)c(=O)n2C	-2.3	-0.3%
CCn1c(NC(=O)c2oc3ccccc3c2CSC)nc2ccccc21	13.2	-1.7%
O=C(O)CNCc1ccc(-c2ccccc2)cc1	-3.6	-23.7%
Cc1cc(C(C)(C)C)cc(C)c1CS(=O)(=O)CCCO	3.5	59.0%
CCN(c1ccc(OC)cc1)S(=O)(=O)c1cc(-c2cc(C)no2)ccc1C	5.6	-4.3%
CC(C)(C)C(=O)Nc1cccc(CN2CCSCC2)c1	5.2	25.2%
CC(=O)c1cc(Cl)ccc1OCC(=O)N1CCC(c2ccccc2)=N1	0.5	1.3%
O=C1CSc2ccc(S(=O)(=O)N3CCCCCC3)cc2N1	-8.0	u
CN(C)C(=O)c1ccc(NC(=O)c2ccc(C#N)cc2)cc1	4.1	-13.7%
Cc1ccc(C(=O)N(Cc2ccncc2)C2CC2)cc1	0.5	u
CCOC(=O)N1CCN(Cc2cc(=O)oc3c(C)cc(C)cc23)CC1	3.5	u
COC(=O)c1oc2cc(OC)ccc2c1C	8.9	8.3%
Cc1ccc(-c2cc3c(SCC(=O)N4CCN(c5ccccc5F)CC4)nccn3n2)cc1	2.9	0.8%
O=C(CCc1nc(-c2ccsc2)no1)Nc1ccccc1N1CCOCC1	2.9	5.8%
COc1ccc(OCCOC(=O)c2cc(C)nc3ccccc23)cc1	-4.1	2.9%
COc1cc(CN(C(=O)c2ccc3c(c2)NC(=O)C(C)S3)C2CC2)ccc1OC(F)F (stereo unspecified)	0.8	2.1%
Cc1ccc(C(=O)O)cc1NC(=O)CC(C)(C)C	6.5	-2.6%
CC(C)c1ccc(-c2cc(=O)c3cc(NC(=O)CCc4cc(Cl)no4)ccc3o2)cc1	1.2	u
CC(=O)Nc1ccc(NC(=O)CCc2ncc(-c3ccc(F)cc3F)o2)cc1	0.5	-2.8%
O=S(=O)(CCSc1nnc(-c2ccccc2)o1)c1ccc(Br)cc1	2.3	u
COC(=O)[C@]12CCCCC=C1N(Cc1ccc(Cl)cc1Cl)C(=O)[C@H](CC(=O)N1CCSCC1)C2	0.6	22.3%
O=C(CCC(=O)c1ccc(F)cc1)OCc1cc(-c2ccccc2)no1	5.8	-15.5%
COC(=O)COc1cccc(C(=O)Nc2ccc(-c3nc4ccccc4o3)cc2)c1	6.3	-26.4%
O=c1c2ccccc2nc(-c2ccccc2)n1CCOc1ccccc1	-9.4	-19.4%
CCOc1cc2cc(C(=O)c3cc(C)ccc3O)cnc2cc1OC	45.1	u
Cn1c(=O)c2c(nc(NCCO)n2Cc2ccccc2Br)n(C)c1=O	-7.6	12.0%
COc1cc(OC)c2c(C)c(CC(=O)NCCc3ccc(F)cc3)c(=O)oc2c1	0.6	u
CCc1cccc(C)c1NC(=O)CCn1c(=O)n(CC)c2ccccc21	-5.7	-9.0%
CCOc1cc(C(=O)Nc2ccc(NS(C)(=O)=O)cc2)ccc1OC	3.8	-11.8%
CCC(=O)NCC(c1ccc(Cl)cc1)N1CCN(C)CC1 (stereo unspecified)	0.3	u
COc1cc(CNC2CCCC2)ccc1OCc1ccccc1	1.9	u
O=C(CCc1nc2ccccc2oc1=O)OCc1cccc(C(F)(F)F)c1	18.1	1.9%
Cc1ccc(OCC(=O)N(C)CC(=O)N(CC(C)C)c2c(N)n(CC(C)C)c(=O)[nH]c2=O)cc1C	-4.7	13.9%

Two entries picked at random from the list so far, as already listed:
SMILES	LDHA inh	12-LOX inh
Cc1ccc(OCC(=O)N(C)CC(=O)N(CC(C)C)c2c(N)n(CC(C)C)c(=O)[nH]c2=O)cc1C	-4.7	13.9%
O=C1CSc2ccc(S(=O)(=O)N3CCCCCC3)cc2N1	-8.0	u

Next entries follow.
SMILES	LDHA inh	12-LOX inh
CC(C)c1ccc(OCC(=O)Nc2ccc(N3CCN(C(=O)c4cccs4)CC3)cc2)cc1	-0.6	10.8%
CCc1nc2n(n1)C1(CCCCC1)[C@@H]1CCCC[C@@H]1N2C(=O)COC	13.7	u
COCCn1c(-c2ccc(OCc3ccc(F)cc3)c(OC)c2)nc2c1c(=O)[nH]c(=O)n2CC(C)C	0.6	u
CCN(C(=O)COC(=O)c1n[nH]c2ccccc12)C1CCCCC1	-11.2	-1.7%
COc1cccc(CN2CCCCC2)c1OC	4.4	u
Cc1cc(SCC(=O)NCCC#N)nc2c(C)cccc12	u	0.5%
CCCCNc1c(CCc2ccccc2)nc2nc(C)cc(C)n12	0.0	-30.4%
Cc1ccc(N=Cc2cccc([N+](=O)[O-])c2)c(C)c1	-6.9	-7.6%
CCC1CCc2c(sc(NC(=O)/C=C/c3ccc(C(C)(C)C)cc3)c2C#N)C1 (stereo unspecified)	-1.1	u
COc1ccc(-c2nc3c(Cl)cc(C(F)(F)F)cn3c2Cc2ccsc2)cc1OC	3.7	-35.0%
Cc1ccc(C)c(S(=O)(=O)Nc2nc3ccccc3nc2Nc2ccccc2F)c1	-5.0	2.8%
CCOC(=O)c1ccc(-c2ccc(C3NC(=O)NC(O)(C(F)(F)F)C3C(=O)c3ccccc3)o2)cc1 (stereo unspecified)	1.1	-12.4%
c1cc(-c2cn[nH]c2)ccn1	-2.0	0.8%
N=C1C(c2nc3ccccc3c(=O)[nH]2)=C(O)CN1c1ccc(Cl)cc1Cl	5.9	-12.1%
Cc1ccc2c(c1C)NC(=O)C2(O)C(F)(F)F (stereo unspecified)	5.4	-37.8%
Cn1ccc(NC(=O)CCc2nc(-c3ccccc3)no2)n1	2.6	27.2%
Cc1ccc(C)c2sc(NC(=O)c3ccc(S(=O)(=O)N(C)C)cc3)nc12	16.7	-10.3%
CC(NC(=O)C1(C#N)CCCCC1)c1ccccc1Cl (stereo unspecified)	-2.1	3.9%
COCCN1C(=O)c2n[nH]c(-c3ccco3)c2C1c1ccc(C(=O)OC)cc1 (stereo unspecified)	5.6	-4.4%
CC(OC(=O)c1ccc(CCNS(C)(=O)=O)cc1)C(=O)N(C)C1CCCCC1 (stereo unspecified)	1.9	0.2%
Cc1sc(NC(=O)CC(C)(C)CC(=O)O)c(C(N)=O)c1-c1ccccc1	-4.3	-3.6%
CCc1cccc(C)c1NC(=O)CN(C)Cc1ccc(C(F)(F)F)cc1	4.3	u
COc1ccc(Cl)cc1NS(=O)(=O)c1ccc(N2C(=O)C(C)CS2(=O)=O)cc1 (stereo unspecified)	2.4	-44.2%
CC(C)(C)C(=O)NCCCCNC(=O)C(C)(C)C	0.9	-40.0%
Cc1cc(C(=O)CSc2ncnc3ccccc23)c(C)n1CC(F)(F)F	7.6	-27.7%
CCCCCNC(=O)C(c1ccncc1)n1c(=O)c(-c2ccccc2)nc2ccccc21 (stereo unspecified)	-1.1	3.6%
CCCS(=O)(=O)N1CCCC1C(=O)NC1CCCCC1 (stereo unspecified)	-0.6	-7.1%
O=c1c2cnc(N3CCc4ccccc4C3)nc2ccn1-c1ccccc1	0.6	0.0%
N#Cc1nc(-c2ccc(F)cc2)oc1NCc1ccc(Cl)cc1	5.0	u
CC(NC(=O)CSc1ccccc1F)c1nc2ccccc2[nH]1 (stereo unspecified)	-3.7	-24.6%
CCCN1CCN(CCCN2C(=O)c3ccccc3C2C(=O)NC2CCCCCC2)CC1 (stereo unspecified)	1.6	u
O=C(NC1CCCC1)c1ccc2ccccc2c1	1.2	-4.7%
CCn1c(NCc2ccccc2)nc2c1c(=O)n(C)c(=O)n2C	2.8	u
COc1ccccc1Oc1coc2cc(OCc3ccccc3)ccc2c1=O	-2.4	-1.0%
CCOC(=O)c1ccc(Oc2nc3c(c(=O)n(C)c(=O)n3C)n2Cc2ccccc2F)cc1	-4.9	31.3%[activator]
O=C(CN(c1ccccc1F)S(=O)(=O)c1ccccc1)NCCN1CCOCC1	-2.9	17.6%
O=c1oc2ccccc2c(NC2CCCC2)c1NS(=O)(=O)c1ccc(F)cc1F	-2.2	-22.8%
Cc1ccc(C)c(S(=O)(=O)NCCc2ccc(Cl)cc2)c1	17.2	u
COC(=O)C[C@@H]1C=C[C@@H](NC(=O)C2CCC2)[C@@H](CO)O1	-3.3	-1.3%
CCC1CCc2c(sc(NC(=O)CCC(=O)O)c2C(=O)Nc2ccccc2C)C1 (stereo unspecified)	-1.9	3.6%
Cc1cc(C)c(C)c(SC(C(N)=O)c2ccccc2)c1C (stereo unspecified)	0.2	-3.2%
COC(=O)c1ccccc1NC(=O)c1ccc(N2CCCN(Cc3ccccc3F)C2=O)cc1	11.9	u
CC(=O)Nc1cc(F)c(F)cc1NC(=O)CCc1c[nH]c2ccccc12	8.6	-14.8%
CCCc1nc(NCc2ccncc2)c(C#N)c2c1CCCC2	-8.8	68.7%[activator]
COC(=O)c1ccc(C2C(c3ccccc3)=C(O)C(=O)N2c2ccc(Cl)cc2)cc1 (stereo unspecified)	-8.3	u
Cc1ccc(NC(=O)CN(C)C(=O)c2ccc(S(=O)(=O)Nc3ccc(Cl)cc3)cc2)cc1	-21.3	7.94µM*
COCCSc1nc2c(c(=O)[nH]c(=O)n2C)n1Cc1ccccc1Cl	0.0	u
c1ccc(CCc2nnc(CC3CCCCC3)s2)cc1	-4.5	u
CCOc1ccc2c(C)c(CC(=O)O)c(=O)oc2c1	3.6	-28.4%
Cc1ccc(CNC(=O)Nc2cccnc2)s1	4.5	22.9%
COC(=O)/C=C1\OCc2cc(OC)c(OCc3ccccc3)cc21	-2.8	-15.5%
CC(=O)c1cccc(OC(C)C(=O)C(C#N)C(=O)NC2CC2)c1 (stereo unspecified)	4.5	u
COC(=O)CN1CCN(c2nc3c(c(=O)[nH]c(=O)n3C)n2CCC(C)C)CC1	5.6	27.7%
Cc1cc(C(=O)NC(C)c2ccc(F)cc2F)c2cnn(C(C)C)c2n1 (stereo unspecified)	-16.7	u
CCOc1c(Br)cc(/C=C/C(=O)c2ccc(F)cc2)cc1OC	12.0	3.0%
COc1ccc(NC(=O)c2nc(-c3ccccc3)oc2C)cc1	-22.4	0.8%
Cc1sc(-n2c(C)cc(/C=N/O)c2C)c(C(=O)O)c1C	-24.2	u
O=C(Nc1ccccc1C(=O)O)c1cc[n+]([O-])cc1	13.5	u
O=C(c1cc2ccccc2o1)c1ccc(F)cc1F	2.9	u
Nc1nccnc1C(=O)Nc1ccncc1	-3.2	u

(cont.)
SMILES	LDHA inh	12-LOX inh
CN(C)CC(C)(C)CNc1nc(-c2cccnc2)nc2ccccc12	-1.8	4.9%
COc1ccc2c(=O)c(-c3ccc(OC)c(OC)c3)c(C(F)(F)F)oc2c1	7.8	-0.7%
COc1cccc(NC(=O)C2(C#N)CCCC2)c1	-3.1	43.9%[activator]
Cc1c(S(=O)(=O)N2CCCC2c2ccccc2F)cnn1C(F)F (stereo unspecified)	3.0	-1.2%
O=C(NCc1ccccc1)c1ccccc1OCc1coc(-c2ccc(F)cc2)n1	14.4	26.9%

Structures above that contain an aryl methoxy group:
SMILES	LDHA inh	12-LOX inh
COc1cc2c(cc1OC)CN(Cc1cc(=O)c(OCc3cccc(F)c3)co1)CC2	3.9	7.1%
CCN(c1ccc(OC)cc1)S(=O)(=O)c1cc(-c2cc(C)no2)ccc1C	5.6	-4.3%
COC(=O)c1oc2cc(OC)ccc2c1C	8.9	8.3%
COc1ccc(OCCOC(=O)c2cc(C)nc3ccccc23)cc1	-4.1	2.9%
COc1cc(CN(C(=O)c2ccc3c(c2)NC(=O)C(C)S3)C2CC2)ccc1OC(F)F (stereo unspecified)	0.8	2.1%
CCOc1cc2cc(C(=O)c3cc(C)ccc3O)cnc2cc1OC	45.1	u
COc1cc(OC)c2c(C)c(CC(=O)NCCc3ccc(F)cc3)c(=O)oc2c1	0.6	u
CCOc1cc(C(=O)Nc2ccc(NS(C)(=O)=O)cc2)ccc1OC	3.8	-11.8%
COc1cc(CNC2CCCC2)ccc1OCc1ccccc1	1.9	u
COCCn1c(-c2ccc(OCc3ccc(F)cc3)c(OC)c2)nc2c1c(=O)[nH]c(=O)n2CC(C)C	0.6	u
COc1cccc(CN2CCCCC2)c1OC	4.4	u
COc1ccc(-c2nc3c(Cl)cc(C(F)(F)F)cn3c2Cc2ccsc2)cc1OC	3.7	-35.0%
COc1ccc(Cl)cc1NS(=O)(=O)c1ccc(N2C(=O)C(C)CS2(=O)=O)cc1 (stereo unspecified)	2.4	-44.2%
COc1ccccc1Oc1coc2cc(OCc3ccccc3)ccc2c1=O	-2.4	-1.0%
COC(=O)/C=C1\OCc2cc(OC)c(OCc3ccccc3)cc21	-2.8	-15.5%
CCOc1c(Br)cc(/C=C/C(=O)c2ccc(F)cc2)cc1OC	12.0	3.0%
COc1ccc(NC(=O)c2nc(-c3ccccc3)oc2C)cc1	-22.4	0.8%
COc1ccc2c(=O)c(-c3ccc(OC)c(OC)c3)c(C(F)(F)F)oc2c1	7.8	-0.7%
COc1cccc(NC(=O)C2(C#N)CCCC2)c1	-3.1	43.9%[activator]
